p97 inhibitor: inhibitors of human p97 ATPase, primary screen, biochemical; Transitional endoplasmic reticulum ATPase (Homo sapiens), P55072; recombinant p97 ATPase, Kinase-Glo ATP luminescence, 3 h; inhibition, % at 8 µM; 220,000 compounds, 0.42% hits; in the data active = inhibition above about 15%;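 note: 0% = DMSO vehicle and 100% = wells lacking enzyme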
FXIIa inh 1536: human FXIIa protease inhibitors, primary screen, biochemical, 1536-well; purified FXIIa, Boc-QGR-AMC fluorogenic substrate, 2 h; inhibition, % at 5 µM; AID 800, 2007; 220,000 compounds, 0.3% hits; Coagulation factor XII (Homo sapiens), P00748; in the data active = inhibition above about 40%;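 note: 0% = enzyme with no compound and 100% = blank without enzyme; many of its hits are not listed in these tables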
Target sequence (P00748 20-372 limits assumed): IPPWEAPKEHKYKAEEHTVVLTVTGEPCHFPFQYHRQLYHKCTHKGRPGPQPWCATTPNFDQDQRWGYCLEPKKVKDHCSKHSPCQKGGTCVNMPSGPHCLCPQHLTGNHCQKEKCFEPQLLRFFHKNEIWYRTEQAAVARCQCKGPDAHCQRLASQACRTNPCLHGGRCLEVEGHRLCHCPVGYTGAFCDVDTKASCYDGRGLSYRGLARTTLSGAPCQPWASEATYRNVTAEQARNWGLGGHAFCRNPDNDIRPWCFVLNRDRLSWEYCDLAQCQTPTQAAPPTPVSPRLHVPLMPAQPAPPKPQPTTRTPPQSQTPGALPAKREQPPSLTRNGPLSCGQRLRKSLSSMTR
Target sequence (P00748 373-615 limits assumed): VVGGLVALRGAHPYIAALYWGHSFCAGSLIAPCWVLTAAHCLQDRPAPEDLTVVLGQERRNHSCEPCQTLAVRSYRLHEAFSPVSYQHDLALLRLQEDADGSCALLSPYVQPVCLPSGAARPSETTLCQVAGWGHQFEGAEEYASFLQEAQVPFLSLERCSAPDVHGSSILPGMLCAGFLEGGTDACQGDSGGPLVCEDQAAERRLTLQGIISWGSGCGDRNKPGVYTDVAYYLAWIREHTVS
eIF4E-4G inh: eIF4E–eIF4G protein interaction inhibitors, primary screen, biochemical, uHTS, TR-FRET, eIF4GI fragment. Eukaryotic translation initiation factor 4E (Mus musculus) + Eukaryotic translation …. TR-FRET eIF4E-eIF4GI(517-606) binding, 2 h. inhibition, % at 21.7 µM. 220,000 compounds, 0.37% hits. AID 782, 2007;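 active = inhibition above about 30%, limit read from the data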;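 note: 0% = full FRET control wells and 100% = background wells lacking eIF4GI fragment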
FXIa inh 1536: human FXIa protease inhibitors, primary screen, biochemical, 1536-well. 220,000 compounds, 0.14% hits. Coagulation factor XI (Homo sapiens), P03951. inhibition, % at 5 µM. purified FXIa, Boc-Glu-Ala-Arg-AMC fluorogenic substrate;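 active = inhibition of at least 40%; inactive = inhibition below 40%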;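 note: fluorescence of freed AMC excited at 355 nm; 0% = enzyme without compound and 100% = no enzyme blank; many of its hits are not listed in these tables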
Rad51 HR inh: human RAD51 strand exchange inhibitors, primary screen, biochemical, fluorescence; DNA repair protein RAD51 homolog 1 (Homo sapiens), Q06609; hRad51 DNA strand exchange, fluorescence dequenching; inhibition, % at 10 µM; 200,000 compounds, 0.085% hits; AID 1385, 2008;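 active = inhibition above 40% at the single screening dose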;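 note: 0% = DMSO control wells and 100% = blanks with heterologous ssDNA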
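Material: hRad51 filaments on single-stranded DNA; Reagent: Donor/quencher-labelled 47-bp dsDNA substrate; Compound: 10 µM final, single point; Schedule: 37 °C 15-min filament assembly, 30-min compound preincubation, 15-min exchange; Technique: FRET fluorescence, excitation 485 nm, emission 520 nm; Benchmarks: control wells and blank wells on each plate.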
MDM2 E3 inh: MDM2-luciferase reporter signal enhancers, primary screen, MDM2 E3 ligase inhibitor project, cell-based, luminescence, 1536-well | E3 ubiquitin-protein ligase Mdm2 (Homo sapiens), Q00987 | 210,000 compounds, 0.11% hits | AID 1230, 2008 | cell-based MDM2 ubiquitination luciferase reporter, 2 h; 0 = plate control, 100 = twice control, blank-subtracted | signal enhancement, % at 5 µM;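 active = signal enhancement of 30% or more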;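 note: luminescence tracks abundance of the self-degrading MDM2-luciferase fusion protein; higher signal means inhibition of MDM2 E3 ligase activity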
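Timing – 2 h compound exposure at 37 °C · Assay system – mammalian cells stably expressing self-ubiquitinating, self-degrading MDM2 E3–luciferase fusion · Amount – 2000 cells seeded into each well · Measure – % luminescence enhancement versus blank-corrected plate control mean · Measured by – SteadyLite luminescence, 15 min reagent step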
hK5 inh: human KLK5 protease inhibitors, primary screen, biochemical, 1536-well; recombinant hK5, fluorogenic AMC substrate cleavage; Kallikrein-5 (Homo sapiens), Q9Y337; 210,000 compounds, 0.59% hits; AID 873, 2007; inhibition, % at 5 µM;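 active = inhibition of 40% or more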;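 note: 0% = enzyme controls without compound and 100% = no-enzyme blanks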
Target sequence (Q9Y337 67-293 limits assumed): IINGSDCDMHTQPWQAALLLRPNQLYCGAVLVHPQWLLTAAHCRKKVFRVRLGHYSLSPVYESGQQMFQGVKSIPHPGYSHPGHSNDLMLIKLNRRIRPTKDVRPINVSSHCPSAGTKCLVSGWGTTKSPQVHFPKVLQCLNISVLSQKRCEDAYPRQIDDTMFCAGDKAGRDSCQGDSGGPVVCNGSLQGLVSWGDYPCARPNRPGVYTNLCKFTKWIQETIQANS
14-3-3 Bad PPI: inhibitors of 14-3-3 zeta/Bad binding, primary screen, biochemical, TR-FRET, bovine 14-3-3 zeta; TR-FRET 14-3-3zeta/Dy647-pBad peptide displacement, 1 h; inhibition, % at 21.7 µM; AID 781, 2007; 220,000 compounds, 0.71% hits;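 active = inhibition above about 70%, limit read from the data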;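 note: 0% = full 14-3-3 plus peptide FRET controls and 100% = background without 14-3-3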
Wee1 stabilizer: Wee1 degradation inhibitors, primary screen, cell-based, HeLa, Wee1K328M-luciferase, luminescence | 220,000 compounds, 1.2% hits | reporter increase, % at 5 µM | HeLa Luc-Wee1K328M stability; 100% = proteasome inhibitor MG132 effect | Wee1-like protein kinase (Homo sapiens), P30291;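 active = activation above the mean of all tested compounds plus 3 SD, set per screening run, cut at about 8.8% in these data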;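 note: cells exposed to compound for 20 h before luminescence read; 0% = DMSO alone and 100% = MG132 at 30 µM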
Numbers without * were called inactive; x = not tested or not shown; [ ] = another dose, or the depositor's remark.

(1) N#CC1(c2ccccc2)CCCN1C(=O)c1ccccc1Cl (configuration not stated)
(2) CCC(C)NCCCCOc1ccc(C)cc1[N+](=O)[O-] (configuration not stated)
(3) Cc1ccc(S(=O)(=O)NCc2cn3ccsc3n2)c(C)c1
(4) CC(NC(=O)COC(=O)c1ccccc1Nc1ccccc1)c1ccccc1 (configuration not stated)
(5) O=C(NCc1ccccn1)C1CCN(S(=O)(=O)c2cccs2)CC1
(6) Cc1ccc(C2CC(=O)N3CN(Cc4ccco4)CSC3=C2C#N)cc1 (configuration not stated)
(7) Cc1nc2ccccc2c2oc(C(=O)NCc3ccc4c(c3)OCO4)cc12
(8) Cc1ccc(NC(=O)CCC(=O)NNC(=O)c2ccccc2Cl)c(C)c1
(9) Cc1cc(Cl)ccc1OCCCC(N)=O
(10) COc1ccc(CC(=O)OC(C)CN2CCOCC2)cc1 (configuration not stated)

Assay by compound,1,2,3,4,5,6,7,8,9,10
Rad51 HR inh,1,3,4,-8,0,-6,5,7,-4,10
FXIa inh 1536,-14,4,-3,-3,20,8,4,0,-5,2
eIF4E-4G inh,-5[fluorescence artefact?],8,-5,4[fluorescence artefact?],0,9,4,0,-1,0
hK5 inh,11,7,9,-6,-9,-2,3,-2,-2,-9
MDM2 E3 inh,-6,-1,-9,-8,-19,-4,-10,-9,-23,-13
14-3-3 Bad PPI,3[fluorescence artefact?],40,-8,2,13,3,-3,-12,3,12
p97 inhibitor,4,-2,3,-1,5,3,-15,1,2,-1
FXIIa inh 1536,15,11,6,4,24,6,11,11,11,11
Wee1 stabilizer,0,5,0,-2,-1,-2,1,3,-2,-1

(11) COc1ccc(C2/C(=C(/O)c3ccccc3)C(=O)C(=O)N2c2ccccn2)c(OC)c1 (configuration not stated)
(12) Cc1c(N2C(=O)/C(=C\C3CC=CCC3)SC2=S)c(=O)n(-c2ccccc2)n1C (configuration not stated)
(13) O=C(c1ccco1)N1CCN(c2ncnc3c2[nH]c2ccc(Cl)cc23)CC1
(14) COCCNC(=O)c1cc2c(-c3ccccc3F)nn(C)c2s1
(15) CCOC(=O)C(=O)NNc1ccc(Cl)cc1
(16) CC(C)CCNC(=O)C(c1ccco1)N(CCCO)C(=O)Cn1nnc(-c2ccc(F)cc2)n1 (configuration not stated)
(17) CCCC(=O)Nc1ccc(NC(=O)c2ccccc2Cl)nc1
(18) O=C(CCCCO)CCCCCCCC[C@H]1N[C@H](CO)[C@H](O)[C@@H]1O[C@@H]1O[C@H](CO)[C@@H](O)[C@H](O)[C@H]1O
(19) Cc1sc2nc(CSc3nnnn3-c3ccc(Cl)cc3)[nH]c(=O)c2c1C
(20) O=C(COc1ccccc1C(=O)c1cnn(-c2ccccc2)c1)Nc1ccc2ccccc2c1

Assay by compound,11,12,13,14,15,16,17,18,19,20
Rad51 HR inh,5,-2,x,x,1,2,3,-10,-22,-13
FXIa inh 1536,-5,-4,4,2,-4,-2,8,-2,2,-7
eIF4E-4G inh,-1,0,4,-11,-1,5,-36,2,-2[fluorescence artefact?],6[fluorescence artefact?]
hK5 inh,-7,-7,-10,8,-2,-1,2,-11,4,4
MDM2 E3 inh,-7,-6,3,-9,-7,10,-14,x,-4,8
14-3-3 Bad PPI,11,7,4[fluorescence artefact?],-8,-12,-3,11,-5[fluorescence artefact?],-3[fluorescence artefact?],-4[fluorescence artefact?]
p97 inhibitor,-1,7,6,0,4,7,1,6,4,0
FXIIa inh 1536,-5,-1,7,-8,5,4,19,10,2,1
Wee1 stabilizer,-1,8,2,0,4,2,4,-2,-1,-1

(21) Cc1ccc(C2NC(=S)NC3=C2C(=O)CCC3)cc1 (configuration not stated)
(22) COc1ccc(-c2cc(C(=O)NC(Cc3cc4ccccc4[nH]3)C(=O)O)c(C)o2)cc1OC (configuration not stated)
(23) Cc1cccc(C(C)C)c1NC(=O)COC(=O)Cc1ccsc1
(24) Cc1ccc(S(=O)(=O)N2CCC(C(=O)NCCc3ccccc3)CC2)cc1
(25) COC(=O)c1ccc(CSc2nnc(SCc3ccc(C(=O)OC)o3)s2)o1
(26) CC(=O)Nc1nonc1NC(=O)CSc1ncn[nH]1
(27) COc1cc(N2CCCC2)ccc1C=O
(28) COc1ccc(OCC(=O)NNC(=O)Cc2coc3cc(OC)ccc23)cc1
(29) COc1ccc(/C=C/C(=O)O)cc1S(=O)(=O)N1CCCc2ccccc21
(30) CC(=O)N1CCN(C(=O)c2cc(C)nc3ccccc23)CC1

Assay by compound,21,22,23,24,25,26,27,28,29,30
Rad51 HR inh,x,x,-3,x,3,-39,1,-8,10,14
FXIa inh 1536,-2,-2,1,-10,-1,25,-1,7,-2,-1
eIF4E-4G inh,0,3,-4,2[fluorescence artefact?],-7[fluorescence artefact?],0,4,2,4,0
hK5 inh,-10,x,-1,-25,-20,-1,3,6,-8,1
MDM2 E3 inh,10,-12,-5,-11,-5,-17,-2,-17,-8,-10
14-3-3 Bad PPI,-3,6,-3,-8[fluorescence artefact?],-13,-2,-2,12,-16,-3
p97 inhibitor,-1,5,6,-5,-6,0,5,-2,6,1
FXIIa inh 1536,1,2,12,7,13,30,6,10,15,6
Wee1 stabilizer,-2,5,-2,-1,4,-4,5,-1,-3,-1

(31) CCC(=O)Nc1ccc(N2CCN(C(=O)c3ccccc3C)CC2)cc1
(32) COc1ccc(-n2ccc(=O)c3c2CCCC3=O)cc1
(33) CCOc1ccc(C(=O)N[C@H](C(=O)Nc2ccc(OC)c(S(=O)(=O)N3CCOCC3)c2)C(C)C)cc1
(34) COc1ccccc1OCCNC(=O)C(=O)c1c[nH]c2ccccc12
(35) COC(=O)CSc1nc2ccc(NC(C)=O)cc2s1
(36) COC(=O)c1ccc(NC(=O)CCS(=O)(=O)c2ccc(Br)s2)cc1
(37) CCN(CC)S(=O)(=O)c1cccc(NC(=O)c2ccc(SC)cc2OC)c1
(38) COc1ccc(N(C(=O)c2ccccc2OC(C)=O)C(C)C2CC2)cc1 (configuration not stated)
(39) O=C(CSc1nn(-c2ccccc2)c(=S)s1)Nc1ncccn1
(40) O=C(CCN1C(=O)C2C3C=CC(C3)C2C1=O)N1CCCCC1 (configuration not stated)

Assay by compound,31,32,33,34,35,36,37,38,39,40
Rad51 HR inh,15,2,7,1,-4,-11,-7,5,-31,-1
FXIa inh 1536,-9,1,-3,1,-2,-5,0,3,29,-3
eIF4E-4G inh,2,4,-2,1,-1,-3,1,2,0,-1
hK5 inh,-6,-9,11,3,-22,-1,3,-1,38,1
MDM2 E3 inh,-25,-2,2,-9,-10,-20,-8,-18,-50,-1
14-3-3 Bad PPI,2,-2[fluorescence artefact?],-8,-1,-2,-2,-19,6,8,-2
p97 inhibitor,-7,3,0,6,2,0,-5,-2,-7,-1
FXIIa inh 1536,8,14,5,9,9,35,10,11,24,x
Wee1 stabilizer,1,0,-2,3,2,0,-4,-1,2,1

(41) Cc1onc(-c2ccccc2Cl)c1C(=O)Nc1cccc(-c2cn3cccnc3n2)c1
(42) COc1ccc(/C=N/S(=O)(=O)c2ccccc2)cc1OC
(43) CN(C)C(=O)c1noc2cc([N+](=O)[O-])ccc12
(44) Cc1cccc(NC(=O)c2ccc(S(=O)(=O)N(C)C)cc2)c1
(45) CC(CCc1ccccc1)NC(=O)c1ccc2nc(N3CCOCC3)sc2c1 (configuration not stated)
(46) COc1ccc(/C=C/c2nnc(NC(=O)CSc3ccc(C)cc3)s2)cc1
(47) CC1CCc2nn(CC(=O)NCc3ccco3)cc2C1 (configuration not stated)
(48) CCOc1ccccc1NC(=O)COC(=O)c1cc[n+]([O-])cc1
(49) COc1ccc(C)cc1NC(=O)N1CCCc2ccccc21
(50) COC(=O)c1ccccc1NC(=O)CNC(=O)c1ccco1
(51) N#C/C(=C/c1ccc(-c2ccc(C(=O)O)c(Cl)c2)o1)C(=O)NCC1CCCO1 (configuration not stated)
(52) Cc1cc2nc(-c3ccc(SCC(=O)Nc4ccc(S(=O)(=O)N5CCCC5)cc4)nc3)[nH]c2cc1C

Assay by compound,41,42,43,44,45,46,47,48,49,50,51,52
Rad51 HR inh,3,-4,-2,0,14,9,-4,29,12,19,0,-14
FXIa inh 1536,-3,-6,7,1,7,-3,0,-3,0,1,2,-1
eIF4E-4G inh,-1,1,-3,-5,2,2,-6,-12,1,1,13[fluorescence artefact?],0
hK5 inh,-2,-5,-10,-2,16,0,3,1,x,8,-10,-14
MDM2 E3 inh,-23,2,2,-4,-25,x,-6,x,-15,-12,-26,-4
14-3-3 Bad PPI,4,-2,6,16,6,3,-17,5,-18,4,24[fluorescence artefact?],61[fluorescence artefact?]
p97 inhibitor,8,3,-2,2,0,-2,1,5,1,2,27*,0
FXIIa inh 1536,0,2,17,6,32,0,20,-1,10,2,7,-3
Wee1 stabilizer,-1,-4,-2,-1,2,-1,0,1,2,0,-1,5

Among those listed so far, eight have an aryl thioether with sulfur outside any ring:
(19) Cc1sc2nc(CSc3nnnn3-c3ccc(Cl)cc3)[nH]c(=O)c2c1C
(25) COC(=O)c1ccc(CSc2nnc(SCc3ccc(C(=O)OC)o3)s2)o1
(26) CC(=O)Nc1nonc1NC(=O)CSc1ncn[nH]1
(35) COC(=O)CSc1nc2ccc(NC(C)=O)cc2s1
(37) CCN(CC)S(=O)(=O)c1cccc(NC(=O)c2ccc(SC)cc2OC)c1
(39) O=C(CSc1nn(-c2ccccc2)c(=S)s1)Nc1ncccn1
(46) COc1ccc(/C=C/c2nnc(NC(=O)CSc3ccc(C)cc3)s2)cc1
(52) Cc1cc2nc(-c3ccc(SCC(=O)Nc4ccc(S(=O)(=O)N5CCCC5)cc4)nc3)[nH]c2cc1C

Assay by compound,19,25,26,35,37,39,46,52
Rad51 HR inh,-22,3,-39,-4,-7,-31,9,-14
FXIa inh 1536,2,-1,25,-2,0,29,-3,-1
eIF4E-4G inh,-2[fluorescence artefact?],-7[fluorescence artefact?],0,-1,1,0,2,0
hK5 inh,4,-20,-1,-22,3,38,0,-14
MDM2 E3 inh,-4,-5,-17,-10,-8,-50,x,-4
14-3-3 Bad PPI,-3[fluorescence artefact?],-13,-2,-2,-19,8,3,61[fluorescence artefact?]
p97 inhibitor,4,-6,0,2,-5,-7,-2,0
FXIIa inh 1536,2,13,30,9,10,24,0,-3
Wee1 stabilizer,-1,4,-4,2,-4,2,-1,5
